From PubChem
GLP1R cytotox – cytotoxicity counter-screen for GLP-1 receptor inverse agonists; HEK293 cAMP-luciferase reporter cells, luminescence, 24 h; Potency, µM (series often up to 38.3 µM), without a hit: at the top dose activity change, negative = inhibition, most hits filed as inhibitors; hit rate 0.13% among 410,000; AID 624418;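 also: loss of luciferase light is scored as toxicity; potency is read from the fitted curve at half-maximal effect; % is scaled to controls: 0 for no effect and ±100 for the full control effect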
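Seeding density was 200 cells/uL; after overnight-length (12 h) culture, 23 nL compounds went on for 24 h at 37 °C. Readout used a luciferase detection reagent, luminescence taken after 12 min at room temperature.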
pAkt inh – inhibitors of Akt phosphorylation; Neuro2A IGF-stimulated pAkt S473 HTRF, 20 min; hits give low values; activity change, % for hits at 50 µM; hit rate 0.32% among 360,000; in the data active = activity change below about -80%; inconclusive = mostly about -51% to -80%; also: % is scaled to controls: 0 for no effect and ±100 for the full control effect
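Single-point screen (50 µM final compound) in Neuro2A cells stimulated 20 min with 6 nM IGF at 37 deg C. After lysis, Ser473-phosphorylated Akt read by HTRF (ex 330 nm, em 615/665 nm) as the 665/615 ratio.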
PTHR1 ag – activates the human parathyroid hormone receptor PTHR1; Q03431; HEK293 GP2 PTHR1 cells, GloSensor cAMP luminescence, 1 h; Potency, µM (titrated, usually from 115 µM), inactives show at the highest dose activation, usual class: activators; hit rate 0.075% among 410,000; also: potency is read from the fitted curve at half-maximal effect; nearly all actives have a fitted effect of over 55% in size; some results filed as inactive show a strong effect at the top dose; inactives centre near -15; many of its hits are not listed in these tables
Target sequence (Q03431 whole entry, looked up): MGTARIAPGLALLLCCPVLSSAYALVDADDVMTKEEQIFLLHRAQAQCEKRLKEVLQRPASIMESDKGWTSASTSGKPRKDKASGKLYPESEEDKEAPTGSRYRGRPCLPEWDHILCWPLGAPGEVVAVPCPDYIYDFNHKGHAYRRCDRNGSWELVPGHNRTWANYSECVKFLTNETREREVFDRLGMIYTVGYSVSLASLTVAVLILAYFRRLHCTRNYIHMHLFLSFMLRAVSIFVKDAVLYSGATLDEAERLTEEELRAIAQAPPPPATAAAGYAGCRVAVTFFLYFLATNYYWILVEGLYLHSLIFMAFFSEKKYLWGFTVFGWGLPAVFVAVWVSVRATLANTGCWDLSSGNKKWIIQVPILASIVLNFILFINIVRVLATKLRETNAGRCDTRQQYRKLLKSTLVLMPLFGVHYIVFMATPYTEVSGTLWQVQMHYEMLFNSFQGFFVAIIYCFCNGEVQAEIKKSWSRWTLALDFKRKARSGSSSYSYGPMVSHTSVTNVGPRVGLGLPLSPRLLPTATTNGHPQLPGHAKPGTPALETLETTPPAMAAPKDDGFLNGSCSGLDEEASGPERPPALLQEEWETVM
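HEK-293-derived GP2 cells expressing PTHR1 and a GloSensor cAMP reporter, 3,000/well, plated overnight, given luciferin plus IBMX (each 0.5 mM as added) for 1 h at 37 °C, then compound for 1 h at 37 °C. Luminescence was read after 15 min at room temperature.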
aSyn rescue – inhibitors of alpha-synuclein toxicity in yeast; Yeast expressing alpha-synuclein, growth rescue, BacTiter-Glo, 24 h; Potency, µM (doses to about 46.1 µM), without a hit: top-dose growth rescue (activation), actives largely listed as activators; hit rate 0.14% among 370,000; also: potency is read from the fitted curve at half-maximal effect; % of control where 0% means no effect; nearly all actives have a fitted effect of over 65% in size
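Readout is rescue of growth in alpha-synuclein-expressing yeast, so inhibitors of toxicity appear as activators. Growth after 24 hr at 30 deg C in galactose medium is quantified by luminescence.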
TDP43 rescue – rescues yeast growth from TDP-43 toxicity | TDP-43 expressing yeast growth rescue, BacTiter-Glo, 24 h | Potency, µM (highest dose often 46.1 µM), for the others: at the highest dose growth rescue (activation), actives largely listed as activators | hit rate 1.8% among 410,000 | AID 652104; also: potency is read from the fitted curve at half-maximal effect; % of control where 0% means no effect; nearly all actives have a fitted effect of over 50% in size
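Yeast expressing TDP-43 (pregrown in raffinose, seeded at OD600=0.02 in galactose medium) exposed to compounds 24 hr at 30 deg C. Growth read by BacTiter-Glo luminescence; rescue of toxicity appears as increased signal.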
GLP1R inv ag – inverse agonists of human GLP-1 receptor | HEK293 GLP-1R CRE-luciferase, luminescence, 24 h; GLP-1R form is constitutively active | Potency, µM (top dose mostly 38.3 µM), without a hit: at the top dose activity change, negative = inhibition, most hits filed as inhibitors | hit rate 1.6% among 410,000; also: potency is read from the fitted curve at half-maximal effect; % is scaled to controls: 0 for no effect and ±100 for the full control effect; nearly all actives have a fitted effect of over 55% in size
Target sequence (P43220 whole entry, looked up): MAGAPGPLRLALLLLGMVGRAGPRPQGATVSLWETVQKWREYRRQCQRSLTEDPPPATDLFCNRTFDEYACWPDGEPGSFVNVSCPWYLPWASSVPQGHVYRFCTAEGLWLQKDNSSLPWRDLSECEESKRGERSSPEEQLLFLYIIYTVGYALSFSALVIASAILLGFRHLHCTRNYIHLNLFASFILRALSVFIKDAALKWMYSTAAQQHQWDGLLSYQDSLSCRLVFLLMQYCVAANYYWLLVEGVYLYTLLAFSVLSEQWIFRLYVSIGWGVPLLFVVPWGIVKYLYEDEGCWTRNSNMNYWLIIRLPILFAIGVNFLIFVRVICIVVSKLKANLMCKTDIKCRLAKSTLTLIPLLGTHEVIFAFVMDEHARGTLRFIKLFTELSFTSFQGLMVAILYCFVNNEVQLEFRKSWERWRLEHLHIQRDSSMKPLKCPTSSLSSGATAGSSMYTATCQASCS
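Assay principle: reduced luminescence from a cAMP-responsive reporter in HEK293 cells co-expressing a constitutively active GLP-1R. Conditions: 24 hr compound incubation, 37 deg C, 5% CO2.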
Abeta yeast res – A-beta toxicity reversal in yeast. AID 1347071. yeast expressing A-beta42, growth rescue, OD600, 48 h; response scale: 0% DMSO, 100% iron-clioquinol control. Potency, µM (series often up to 46.1 µM), for the others: at the highest dose growth rescue, hits mostly activators. hit rate 0.063% among 410,000; also: potency is read from the fitted curve at half-maximal effect; nearly all actives have a fitted effect of over 55% in size
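Yeast growth medium received pinned compounds, then yeast cells expressing toxic A-beta were added; plates incubated at 30 C for 48 hr. Growth read as absorbance at 600 nm, normalized to DMSO and equimolar FeCl3 plus clioquinol controls.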
Mm-Cpn inhibitor – blocks the Methanococcus maripaludis chaperonin Mm-Cpn; purified Mm-Cpn ATPase, ADP Transcreener TR-FRET; Potency, µM (series often up to 76.9 µM), inactives show at the highest dose activity, negative = inhibition, most hits filed as inhibitors; hit rate 0.031% among 330,000; AID 504842; also: potency is read from the fitted curve at half-maximal effect; % is scaled to controls: 0 for no effect and ±100 for the full control effect; nearly all actives have a fitted effect of over 80% in size
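ATPase turnover read by TR-FRET ADP competition (Eu cryptate antibody/ADP-d2, 665/590 nm): 10uM ATP final, 25nM Mm-CPN final, 30 min 37degC after 10-min compound preincubation, pH 7.4 Tris/KCl/MgCl2/DTT buffer.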
FUS suppressor – FUS proteinopathy suppression in yeast; S. cerevisiae FUS-expressing, growth rescue, OD600, 24 h; Potency, µM (top dose mostly 76.6 µM), for the others: top-dose growth rescue (activation), usual class: activators; hit rate 0.24% among 390,000; AID 1347120;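 also: potency is read from the fitted curve at half-maximal effect; plate controls were DMSO vehicle for no effect and reference control for full effect; nearly all actives have a fitted effect of over 55% in size; some results filed as inactive show a strong effect at the top dose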
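Compound concentration series was pinned onto galactose-induced FUS-expressing yeast seeded at OD 0.005. Plates sat 24hr at 30C; absorbance at 600 nm gave growth. DMSO served as background control.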
* hit, by the source's call; i = inactive; ? = inconclusive; · = no result given; [ ] = dose if it differs, or a comment. Unless noted, calls follow the shape of the dose curve; as a rule, active = well fitted curve in the direction sought with a large enough effect; inconclusive = small, poorly fitted or top-dose-only effect, or another doubt; inactive = no such curve, though single readings can be large; an effect the other way counts as inactive or inconclusive. Some of the compounds tested; the hit share may differ from the screen's.

SMILES	GLP1R cytotox	pAkt inh	PTHR1 ag	aSyn rescue	TDP43 rescue	GLP1R inv ag	Abeta yeast res	Mm-Cpn inhibitor	FUS suppressor
CC(C)(C(=O)N1CCC1(C)C(=O)NS(=O)(=O)c1cccc(Cl)c1)c1ccccc1 (configuration not stated)	-8%	i	-17%	-8%	18%	-23%	-15%	·	0%
Cc1ccccc1OCC(=O)Nc1ccc2c(c1)COC2=O	-9%	i	-24%[57.5 µM]	-6%	20%	10%	-5%	3%	18%
Cc1cccc(C)c1NC(=O)COn1nnc2ccc(C(F)(F)F)cc21	12%	i	i	1%	15%	-25%	-6%	0%	15%
O=C(c1cccs1)N1CCN(Cc2ccccc2)CC1	-2%	i	-1%	1%	17%	-9%	11%	-2%	-12%
O=C(CCCOc1ccc(Cl)cc1)Nc1nncs1	-3%	-112%*	-24%	-6%	21%	0%	-7%	-4%	15%
CN(C(=O)C1CCC1C(=O)O)c1nc(-c2ccc(Cl)s2)cs1 (configuration not stated)	-5%	i	i	-3%	-8%	6%	?	-2%	12%
COc1ccccc1N1CCN(S(=O)(=O)CCNC(=O)C2CCCC2)CC1	6%	i	i	1%	-12%	-24%	-1%	-3%	6%
CCOC(=O)c1c(NC(=O)c2nc(SC(C)C)ncc2Cl)sc2c1CCCC2	-2%	·	i	·	7%	17%	-10%	·	-4%
COc1ccc(C)cc1NC(=O)CN(C)S(=O)(=O)c1cnc[nH]1	2%	i	?	1%	-4%	5%	-8%	0%	31%
O=C(NCCS(=O)(=O)NC1CCCC1)c1ccc(F)cc1	-4%	i	i	1%	-15%	-17%	-3%	2%	3%
O=C(Nc1ccno1)Nc1ccc(Cl)cc1Cl	-10%	i	i	-12%	14µM*	?	-25%	0%	-6%
C/C=C(\C)CN1CCN(c2cccc(C)c2C)CC1	9%	i	8%	2%	-26%	8%	-3%	-7%	-5%
COc1ccc(NC(=S)N2CCN(CCN=CC3=C(O)CC(c4ccccc4)CC3=O)CC2)cc1 (configuration not stated)	3%	i	-13%	3%	-52%[inhibitor]	18%	-10%	2%	·
O=C(CSc1ccc(-c2cccs2)nn1)N1CCCCCC1	-28%	i	i	0%	18µM*	-23%	?	0%	·
Nc1cccc(-c2csc(-n3ncc(C(=O)O)c3C(F)(F)F)n2)c1	2%	i	-4%	-6%	-3%	22%	-9%	0%	-21%
CCC(=O)Nc1sc2c(c1C#N)CCCCC2	-2%	i	-12%[57.5 µM]	7%	14%	?	-21%	1%	16%
Cc1cccc(-c2nc3ccccc3c(=O)n2NC(=O)Cc2ccc(Cl)cc2)c1	1%	i	-23%	5%	19%	?	2%	3%	-8%
Cc1ccc(C(=O)NCC(=O)NCC(=O)OCc2ccc(F)cc2)cc1	10%[7.66 µM]	i	i	5%	-4%[9.22 µM]	18%[7.66 µM]	-1%	2%	-7%
CCOc1ccc(CCNC(=O)CN2C(=O)COc3ccc(S(=O)(=O)N4CCOCC4)cc32)cc1	4%	i	i	0%	0%	5%	3%	0%	-17%
Cc1ccc(NC(=O)CNC(=O)c2ccc(C(C)(C)C)cc2)cc1S(=O)(=O)N1CCOCC1	1%	i	-18%	0%	-17%	?	-6%	3%	23%

Filtered by structure: the entries above containing an aryl thioether with sulfur outside any ring.
SMILES	GLP1R cytotox	pAkt inh	PTHR1 ag	aSyn rescue	TDP43 rescue	GLP1R inv ag	Abeta yeast res	Mm-Cpn inhibitor	FUS suppressor
CCOC(=O)c1c(NC(=O)c2nc(SC(C)C)ncc2Cl)sc2c1CCCC2	-2%	·	i	·	7%	17%	-10%	·	-4%
O=C(CSc1ccc(-c2cccs2)nn1)N1CCCCCC1	-28%	i	i	0%	18µM*	-23%	?	0%	·

Remaining list, next part:
SMILES	GLP1R cytotox	pAkt inh	PTHR1 ag	aSyn rescue	TDP43 rescue	GLP1R inv ag	Abeta yeast res	Mm-Cpn inhibitor	FUS suppressor
CSc1ccc(Cl)c(C(=O)Nc2ccc(C)cn2)c1	?	i	-25%	1%	·	?	1%	1%	12%
COc1ccc(N(C(=O)CNC(=O)c2ccco2)C(C(=O)NCC2CCCO2)c2ccccc2)c(OC)c1 (configuration not stated)	0%	i	-21%	-3%	-19%	6%	-14%	2%	-15%
O=C(O)C(Cc1cccs1)c1cccs1 (configuration not stated)	0%	i	-23%	11%	15%	2%	17%	·	-6%
Cc1ccccc1CSCC(Nc1ccc(C(=O)O)cc1[N+](=O)[O-])C(=O)O (configuration not stated)	4%	·	i	5%	-13%	11%	-31%[inhibitor]	3%	34%
COc1ccc(NS(=O)(=O)c2ccc(NC(=S)NC(=O)/C=C/c3ccccc3)cc2)nn1	16%	i	-32%[inhibitor]	-1%	24%	13%	-12%	-4%	33%
COc1ccc([C@H]2C[C@H](O)C[C@@H](CCn3cc(-c4ccccc4)nn3)O2)cc1	-8%	i	i	11%	0%	13%	-3%	·	16%
CCc1ccccc1OCCSc1nc(-c2cccs2)nc2cc(=O)[nH]n12	-2%	·	-70%[inhibitor]	·	3%	2%	-5%	·	-4%
COc1cc(/C=N/N2C(C)CCCC2C)cc(Br)c1O (configuration not stated)	1%	i	-9%	1%	-22%	-17%	2%	1%	14%
COc1c(C)cc(Br)cc1C(=O)Nc1cccc(NC(=O)c2ccco2)c1	-21%	i	-16%	-20%	?	?	-23%	0%	·
O=C(COc1ccccc1F)Nc1ccc2c(c1)CCC2	-3%	i	-14%	0%	17%	-23%	-13%	2%	·
CNC(=O)/C(C#N)=C1\SC(Cc2ccc(F)cc2)C(=O)N1c1ccccc1C (configuration not stated)	34%[activator]	i	-35%	1%	-7%	6%	7%	-1%	13%
CCc1cccc(NC(=O)C(c2ccccc2)N2Cc3ccccc3C2=O)c1 (configuration not stated)	0%	·	i	·	?	-13%	-5%	·	4%
O=C(Nc1ccccc1C(F)(F)F)C1(S(=O)(=O)c2ccc(Cl)cc2)CC1	0%	·	-2%	·	20%	-15%	4%	·	1%
CCOC(=O)C(=O)NCC(c1cccnc1)N1CCN(c2ccccc2)CC1 (configuration not stated)	6%	·	-32%[inhibitor]	·	19%	10%	2%	·	-1%
O=C(NCc1ccc2c(c1)OCO2)c1ccc(CSCc2ccc(Cl)cc2)o1	-1%	i	-1%	19%	?	?	-3%	2%	21%
C[C@H](CO)N1C[C@H](C)[C@@H](CN(C)S(=O)(=O)c2ccccc2)Oc2c(NC(=O)CCC(F)(F)F)cccc2C1=O	1%	i	i	-11%	5%	-2%	2%	0%	11%
c1ccc(-c2csc(Nc3ccccn3)n2)cc1	-11%	i	-92%	-25%	?	10µM*	?	-1%	22%
O=C(NO)c1ccccc1C(F)(F)F	8%	i	i	4%	-20%	?	-5%	-2%	1%
CCOC(=O)c1ccc(N2Cc3ccccc3C2=NC(=O)c2ccncc2)cc1	-16%	i	-26%	-3%	7%	21%	-6%	-1%	-10%
CS(=O)(=O)N1CCCC(C(=O)NCc2ccc(F)cc2)C1 (configuration not stated)	3%	i	-23%[57.5 µM]	1%	-20%	31%[activator]	-14%	0%	24%
CC1CCN(CCc2nc3cc(NC(=O)COc4ccccc4)ccc3n2C)CC1	?	i	i	-1%	-4%	11%	-8%	1%	27%
O=C(Nc1nnc(-c2ccc(F)cc2)o1)c1cccc([N+](=O)[O-])c1	0%	i	i	?	11µM*	-16%	?	1%	26%
Cc1ccc(CNC(=O)c2sc3nc4n(c(=O)c3c2C)CCCC4)cc1	1%	·	i	·	13µM*	13%	-21%	·	-28%
O=C(CSc1nc2[nH]c(=O)cc(O)c2s1)Nc1nncs1	203%[activator]	i	-53%[inhibitor]	12%	-21%	1%	0%	·	3%
CC(=O)c1cccc(Nc2ncnc3c2cnn3-c2cccc(Cl)c2)c1	-4%	·	i	·	13%	13%	-3%	·	-32%
CCCOc1ccc(N2C(=O)CC(N3CCN(c4ccc([N+](=O)[O-])cc4)CC3)C2=O)cc1 (configuration not stated)	-18%	i	-27%	6%	0%	?	?	-5%	14%
CCc1nc2c(sc3nc4c(cc32)COC(C)(C)C4)c(=O)n1CCN(CC)CC	-1%	i	i	-2%	7%	-14%	-1%	-2%	-27%
CC(C)(C)n1nnnc1CN(Cc1ccco1)Cc1cc2cc3c(cc2[nH]c1=O)OCO3	34%[activator]	i	-15%	-1%	22%	21%	14%	1%	34%
CN(C)CCCN(C(=O)c1ccc(Br)s1)c1nc2ccc(F)cc2s1	?	·	i	·	-8%	-27%	-14%	·	-15%
CCN(CC)S(=O)(=O)c1ccc2c(c1)nc(CCC(=O)OCC(=O)Nc1cc(Cl)cc(Cl)c1)n2C	-2%	i	-3%	4%	14%	?	20%	-1%	38%
CCOC(=O)Nc1ccc([N+](=O)[O-])cc1OC	-10%	i	i	2%	15%	8%	4%	·	3%
N#CC(C#N)=C1C=CC=CN1/C(=C\c1ccco1)C(=O)c1ccc(-c2ccccc2)cc1	21%	i	-28%	6%	?	?	-35%[inhibitor]	-6%	·
Cc1ccc(-c2nc3c4ccccc4ccn3c2Cc2ccccc2C(F)(F)F)cc1	9%	i	-4%	-9%	18%	?	?	·	29%
CC(C)(C)C(=O)N1c2ccccc2CCc2ccccc21	-10%	i	i	19%	-22%	?	2%	-2%	?
CCN(CC)C(=O)Nc1ccc(Br)cc1	8%	i	i	0%	?	11%	7%	-1%	-22%
CCC(C(=O)NC1CCCC1)N(C(=O)Cn1nnc(-c2ccc(C)o2)n1)C(C)(C)C (configuration not stated)	-15%	·	-3%[57.5 µM]	0%	-16%	0%	-6%	-1%	40%
